CHT block = inhibits the human high affinity choline transporter; CHT-expressing cells, membrane potential dye, choline response; active compounds read low; B-score at 10 µM; 0.86% of 310,000 active; AID 488975;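 active = B-score over 3 SD under the library average, and starting fluorescence ratio not unusually high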;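 also: choline stimulus applied at its EC90 after an EC20 pre-addition; B-score computed on integrated fluorescence ratio after choline addition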
Target sequence (Q9GZV3 whole entry, looked up): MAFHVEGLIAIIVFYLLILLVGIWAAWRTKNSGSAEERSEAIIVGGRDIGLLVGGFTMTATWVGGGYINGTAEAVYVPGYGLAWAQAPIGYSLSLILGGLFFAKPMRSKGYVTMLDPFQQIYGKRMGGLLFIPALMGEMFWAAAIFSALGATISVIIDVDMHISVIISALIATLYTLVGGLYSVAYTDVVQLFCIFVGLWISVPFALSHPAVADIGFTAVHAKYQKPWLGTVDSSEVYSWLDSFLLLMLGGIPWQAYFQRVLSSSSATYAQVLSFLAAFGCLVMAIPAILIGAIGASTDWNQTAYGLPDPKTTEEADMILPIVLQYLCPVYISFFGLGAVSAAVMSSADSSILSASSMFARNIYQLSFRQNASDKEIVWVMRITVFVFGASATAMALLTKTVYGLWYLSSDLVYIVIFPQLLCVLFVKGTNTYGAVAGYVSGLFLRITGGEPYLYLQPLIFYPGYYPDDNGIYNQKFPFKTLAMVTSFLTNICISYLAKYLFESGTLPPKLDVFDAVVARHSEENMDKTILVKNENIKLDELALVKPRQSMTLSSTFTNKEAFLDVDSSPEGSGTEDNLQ
CHT allo act = allosteric activators of human choline transporter CHT. CHT-expressing cells, membrane potential dye, choline EC20; active compounds read high; LV-AA mutant CHT in HEK293 cells. 0.49% of 310,000 active. B-score at 10 µM. Q9GZV3. AID 488977;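 active = initial fluorescence not abnormally high and integrated response B-score, plate-corrected, over 3 SD above library mean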
* marks the source's active call; other numbers are inactive results; i = inactive.

Preview:
The line under a structure holds: CHT allo act, CHT block
> CC(C)(C)CC(C)(C)NCC(=O)Nc1c2c(nc3ccccc13)CCC2
  i, i
> CCn1c(-c2cc(Br)ccc2O)n[nH]c1=S
  i, i
> NS(=O)(=O)c1ccc(CCNC(=O)Cc2c[nH]c3ccccc23)cc1
  i, i
> CCn1c(C)c(C)c2cc(C(=O)N3CCN(c4cccc(C)c4C)CC3)ccc21
  i, i
> Cc1ccc2nsnc2c1S(=O)(=O)N(Cc1cc2cccc(C)c2[nH]c1=O)CC1CCCO1 (stereo not given)
  i, i

The whole of this part, from the first entry:
The line under a structure holds: CHT allo act, CHT block
> CC(C)(C)CC(C)(C)NCC(=O)Nc1c2c(nc3ccccc13)CCC2
  i, i
> CCn1c(-c2cc(Br)ccc2O)n[nH]c1=S
  i, i
> NS(=O)(=O)c1ccc(CCNC(=O)Cc2c[nH]c3ccccc23)cc1
  i, i
> CCn1c(C)c(C)c2cc(C(=O)N3CCN(c4cccc(C)c4C)CC3)ccc21
  i, i
> Cc1ccc2nsnc2c1S(=O)(=O)N(Cc1cc2cccc(C)c2[nH]c1=O)CC1CCCO1 (stereo not given)
  i, i
> Cc1cc(Br)ccc1OCC(=O)NNC(=O)C(=O)Nc1ccccc1
  i, i
> CCCCOc1ccc(OCCSc2nc3ccccc3n2CC(=O)O)cc1
  i, i
> CCOc1cc(CNc2ccc(N3CCOCC3)cc2)cc(Br)c1OCC
  i, i
> O=C(O)CCCCCNS(=O)(=O)c1cccc2c1C(=O)c1ccccc1C2=O
  i, i
> CCc1cc(Br)ccc1NC(=O)C1CCCO1 (stereo not given)
  i, i

Further structures:
The line under a structure holds: CHT allo act, CHT block
> CCN1CCN(c2nnc(-c3ccc(F)cc3)c3ccccc23)CC1
  i, i
> O=C(CN(C(=O)CSc1nnc(COc2ccccc2)o1)c1ccc(F)cc1)NC1CCCCC1
  i, i
> Clc1ccc(OCc2nn[nH]n2)cc1
  i, i
> CCC(C)NCCOc1cc(C)cc(C)c1C (stereo not given)
  i, i
> CC1CCC(N2CCN(c3ccc([N+](=O)[O-])cc3)CC2)CC1 (stereo not given)
  i, i
> Cc1cc(Cl)c2oc(C(=O)N(C)C3CCOC3)c(C)c2c1 (stereo not given)
  i, i
> CO/N=C/C(C#N)=C/c1ccc(OC)cc1
  i, i
> COc1ccc(OC(C)C(=O)NC2CCCCCCC2)cc1 (stereo not given)
  i, i
> Cc1cc(NS(=O)(=O)c2c(C(=O)N3CCOCC3)c(C)n(C)c2C)ccc1Br
  i, i
> CC(/C=N/NC(=O)c1cc(-c2ccncc2)nc2ccccc12)=C\c1ccco1
  i, -7.5*

Continuation:
The line under a structure holds: CHT allo act, CHT block
> O=C1CCN(C(=O)c2ccc(Cl)cc2)N1
  i, i
> Cc1ccc(CNC(=O)C(=O)NCC2OCCN2S(=O)(=O)c2ccc(Br)cc2)cc1 (stereo not given)
  i, i
> O=C(CCc1nc2sc3c(c2c(=O)[nH]1)CCCC3)NCCc1ccc(F)cc1
  i, i
> CCCCn1c(N)c(N(CC(C)C)C(=O)c2cc3c(s2)CCC3)c(=O)[nH]c1=O
  i, i
> Cc1ccc(S(=O)(=O)N2CCCC2CNC(=O)c2ccccc2)cc1 (stereo not given)
  i, i
> CC(=O)N1CCN(c2ccc(NC(=S)NC(=O)c3ccccc3)cc2)CC1
  i, i
> CCCc1cc(=O)oc2cc(OCC(=O)N3CCOCC3)c(Cl)cc12
  i, i
> CCOc1ccccc1NC(=O)c1cccc2c1C(=O)N(CCOC)C2
  i, i
> COC(=O)c1ccc(N/N=C/c2cc([N+](=O)[O-])cc(OC)c2O)cc1
  i, i
> O=C(NC1=NCCS1)c1ccc2c(c1)C(=O)N(Cc1ccco1)C2=O
  i, i

Continuation:
The line under a structure holds: CHT allo act, CHT block
> Cc1ccc(S(=O)(=O)Cc2ccc(C(=O)OCc3ccccc3)cc2)cc1
  i, i
> CC(C)CC(OC(=O)c1cccs1)C(=O)NCC1CCCO1 (stereo not given)
  i, i
> Cc1ccc(C(=O)N/C(=C\c2cn(-c3ccccc3)nc2-c2ccccc2)C(=O)N2CCOCC2)cc1
  i, i
> CCN(CC)CCCNC(=O)Cn1nc([N+](=O)[O-])c(Cl)c1C
  i, i
> CCN(CC)CCn1c(=N)n(CCO)c2ccccc21
  i, i
> O=C(NCc1ccc(Cl)cc1)C1CC(O)CN1S(=O)(=O)c1ccc(Cl)cc1 (stereo not given)
  i, i
> C=CCOCC(O)Cn1c(N2CCCC2)nc2c1c(=O)[nH]c(=O)n2C (stereo not given)
  i, i
> CC1(C(=O)Nc2ccc3c(c2)OCO3)CC1(Cl)Cl (stereo not given)
  i, i
> O=C(COC(=O)c1cnc(Cl)c(Cl)c1)Nc1ccc(S(=O)(=O)N2CCCC2)cc1
  i, i
> O=c1c2nncn2c2cccnc2n1CCNc1ncc(C(F)(F)F)cc1Cl
  i, i

Rewritten with tabs: three of the compounds above
structure	CHT allo act	CHT block
CCc1cc(Br)ccc1NC(=O)C1CCCO1 (stereo not given)	i	i
CCN1CCN(c2nnc(-c3ccc(F)cc3)c3ccccc23)CC1	i	i
O=C(CN(C(=O)CSc1nnc(COc2ccccc2)o1)c1ccc(F)cc1)NC1CCCCC1	i	i

(list continues)
The line under a structure holds: CHT allo act, CHT block
> CCOc1ccc(C(=O)N/N=C/c2c(C)[nH]c(=O)[nH]c2=O)cc1
  i, i
> CCOC(=O)CC(=O)CSc1ncnc2c1cnn2-c1ccccc1
  i, i
> CCc1nc(NCC2CCCO2)c2oc3ccccc3c2n1 (stereo not given)
  i, i
> O=C(Nc1ccccc1F)NC1CC1
  i, i
> NC(N)=NC(N)=Nc1ccc(SC(F)(F)F)cc1
  i, i
> CCOC(=O)C1=C(C)N(C)C(=O)NC1c1c(O)ccc2ccccc12 (stereo not given)
  i, i
> Cc1ccc(NC(=O)C2CCCN(C(=O)c3ccc(Cl)cc3)C2)cc1S(=O)(=O)N1CCOCC1 (stereo not given)
  i, i
> C=Cc1ccc(Cn2nc(-c3ccccc3)ccc2=O)cc1
  i, i
> O=C(NCc1ccccc1)NC1(C(=O)Nc2ccc3c(c2)OCCO3)CCCCC1
  i, i
> O=C(NCc1ccccc1)C(c1cccnc1)N(C(=O)c1ccccn1)c1ccc(F)cc1 (stereo not given)
  i, i

(cont.)
The line under a structure holds: CHT allo act, CHT block
> Cc1ccc(S(=O)(=O)N2CCN(S(=O)(=O)c3ccc4c(c3)OCCO4)CC2)cc1
  i, i
> CCCOc1ccc(C(=O)NNC(=S)NC(=O)c2cccs2)cc1
  i, -9.45*
> CCOc1ccc(-c2nnc(-c3ccccc3)n2-c2ccccc2)cc1
  i, i
> Cc1ccc(OCC(=O)NC(=S)Nc2ccc(Br)c(C)n2)cc1
  i, i
> COc1ccc2c(C)cc(Sc3nnnn3-c3ccccc3)nc2c1
  i, i
> COC(=O)c1ccc(OS(=O)(=O)c2ccc(NC(C)=O)cc2)cc1
  i, i
> O=C(NNc1c(F)c(F)cc(F)c1F)c1cc2ccccc2oc1=O
  i, i
> COc1cccc(CNC(=O)c2ccccc2C(=O)NC(C)(C)C(=O)NCc2cccc(OC)c2)c1
  i, i
> COc1ccc2c(C(=O)c3ccc(C)cc3)n(Cc3ccc(C(N)=O)cc3)[n+]([O-])c2c1
  i, i
> CC(=O)c1c(C)[nH]c(C(=O)CN2C(=O)NC(C)(C)C2=O)c1C
  i, i

Remaining list, next part
The line under a structure holds: CHT allo act, CHT block
> CCOc1ccc(N(CC(=O)Nc2ccc(OC)cc2)S(=O)(=O)c2c(C)noc2C)cc1
  i, i
> c1ccc(-c2n[nH]c3ccccc23)cc1
  i, i
> CCOc1ccc(-c2cc(C(=O)NN3CCN(C)CC3)c3cc(Cl)ccc3n2)cc1
  i, i
> CN(C)C(=O)c1ccc(-c2cc(C(F)(F)F)nn2C)s1
  i, i
> Cc1nn(-c2ccccc2)c2ncc(C(=O)c3cc(Cl)ccc3O)cc12
  i, i
> CN=C(Nc1cc(C)nn1-c1ccccc1)c1ccccc1F
  i, i
> CCCCCn1c(N)c(-c2nc3ccccc3s2)c2c([N+](=O)[O-])nn(CC)c(=O)c21
  i, i
> CS(=O)(=O)N1CCc2cc(C(=O)Nc3ccc(O)cc3)ccc21
  i, i
> COC(=O)C1CN(C(=O)COc2ccccc2)c2ccccc2O1 (stereo not given)
  i, i
> COc1ccc(/C=N/Nc2nn3cnnc3c3ccccc23)cc1
  i, i

More structures follow.
The line under a structure holds: CHT allo act, CHT block
> O=C(NC1=NCCS1)c1cccs1
  i, i
> Cn1c(Cn2c(=O)sc3ccccc32)nnc1SCC(=O)Nc1ccccc1F
  i, i
> O=S1(=O)CCC(NC(=S)N2CCOCC2)C1 (stereo not given)
  i, i
> NC(=NCCCCCCN=C(N)/N=C(\N)Nc1ccc(Cl)cc1)/N=C(\N)Nc1ccc(Cl)cc1
  i, i
> CC1=Nc2cc(C(=O)NCc3ccco3)ccc2Sc2ccc(C)cc21
  i, i
> Cc1cccc(C(C)C)c1NC(=O)COC(=O)CNS(=O)(=O)c1ccccc1
  i, i
> Cc1ccc(C(=O)COc2ccccc2-c2ccccc2)cc1
  i, i
> CSCCC(NS(=O)(=O)c1ccccc1)C(=O)OCc1cc(=O)oc2cc(O)ccc12 (stereo not given)
  i, i
> CCOCCCNC(=O)CCC(=O)NNc1nc2ccccc2c2nc(-c3ccccc3)nn12
  i, i
> CC(C)NC(=O)c1ccc2c(=O)n(Cc3ccco3)c(=S)[nH]c2c1
  i, i

Additional structures
The line under a structure holds: CHT allo act, CHT block
> CCOc1cc(/C=N/NC(=O)c2nnn(-c3nonc3N)c2C)ccc1OCc1ccc(F)cc1
  i, i
> Oc1cnn(-c2ccccc2)c1
  i, i
> Cc1c(NC(=O)c2ccc3c(c2)C(=O)N(CC2CCCO2)C3=O)cccc1C(=O)O (stereo not given)
  i, i
> O=C(Nc1ccccc1)N1CCC(C(=O)N(Cc2ccco2)Cc2cccs2)CC1
  i, i
> O=C(NNS(=O)(=O)c1ccc(Cl)cc1)C1CCN(Cc2ccccc2)CC1
  i, i
> CCOc1cc(C2C3=C(CC(C)(C)CC3=O)N(C)C3=C2C(=O)CC(C)(C)C3)ccc1O
  i, i
> CC(=O)c1cnc2nc(SCc3ccc(Cl)cc3)nn2c1C
  i, i
> Cc1c(C(=O)NC(C)CCc2ccccc2)cccc1[N+](=O)[O-] (stereo not given)
  i, i
> CCN(CC)CCN1C(=O)C(=O)/C(=C(/O)c2c(C)[nH]c(C(=O)OC)c2C)C1c1ccccc1 (stereo not given)
  i, i
> Cc1noc(C)c1S(=O)(=O)Nc1cc(C(F)(F)F)ccc1N1CCOCC1
  i, i

Next records.
The line under a structure holds: CHT allo act, CHT block
> COc1ccc(OC)c2[nH]c(=O)c(CCNS(=O)(=O)c3ccc(C)cc3)cc12
  i, i
> Cc1nn(C)c(Cl)c1CN1CCC(CO)(CCOc2ccccc2)CC1
  i, i
> CCOc1ccccc1OCC(=O)NCCc1ccc(S(N)(=O)=O)cc1
  i, i
> O=C(Nc1ccccc1C(=O)OCC(=O)N1CCc2ccccc2C1)c1ccco1
  i, i
> N#CCCN(C(=O)Cn1nc(C(=O)O)c2ccccc2c1=O)c1ccccc1
  i, i
> COCCn1c(SCC(=O)c2ccc3c(c2)OCCO3)nnc1C(C)C
  i, i
> Fc1ccc(-c2nnc3sc(C4COc5ccccc5O4)nn23)cc1 (stereo not given)
  i, i
> O=C(CCN1C(=O)C2C3CCC(C3)C2C1=O)OCC(=O)c1ccc(Br)cc1 (stereo not given)
  i, i
> CNC(=O)C1Cc2ccccc2CN1S(=O)(=O)c1cccs1 (stereo not given)
  i, i
> O=C(O)c1ccc(/C=N/NC(=O)c2cc3c(ccc4ccccc43)o2)cc1
  i, i

Next part.
The line under a structure holds: CHT allo act, CHT block
> C/C(CCc1ccco1)=N\NC(=O)CNc1cccc2ccccc12
  i, i
> CCCC(C)NS(=O)(=O)c1ccccc1 (stereo not given)
  i, i
> COc1nc(NCc2ccc(Cl)cc2)nc(OC)n1
  i, i
> Cc1ccc(O)c(C(CC(=O)NCc2cccnc2)c2ccccc2)c1 (stereo not given)
  i, i
> O=C1C2ON(c3ccccc3)C(c3cccnc3)C2C(=O)N1Cc1ccccc1 (stereo not given)
  i, i
> CCCCCn1c(=O)[nH]c2cc(C(=O)N3CCN(C(=O)OCC)CC3)ccc2c1=O
  i, i
> CSCCC(NS(=O)(=O)/C=C/c1ccccc1)C(=O)NCCc1ccc(S(N)(=O)=O)cc1 (stereo not given)
  i, i
> CN(C)c1cccc(NC(=O)C2(C)CC2(Cl)Cl)c1 (stereo not given)
  i, i
> Cc1cccc(NC(=O)Cn2nnc(C(=O)NCc3cccs3)c2N)c1C
  i, i
> Cc1nn(CC(=O)Nc2ccc(Cl)cn2)c(C)c1Br
  i, i

(continued)
The line under a structure holds: CHT allo act, CHT block
> COc1ccc(S(=O)(=O)N(C)CC(=O)O)c2ccccc12
  i, i
> COc1cccc(OCc2nnc(SCC(=O)OCc3ccccc3)o2)c1
  i, i
> CCOC(=O)c1sc(=S)n(-c2ccc(Cl)cc2)c1C
  i, i
> COc1ccc2cc(CN(CC3CCCO3)C(=O)Nc3ccccc3)c(=O)[nH]c2c1 (stereo not given)
  i, i
> COc1ccc(/C=N/NC(=O)CCCCCNC(=O)c2ccccc2)cc1
  i, i
> C=CCNC(=S)NNC(=O)c1ccc(OCC)cc1
  i, i
> O=C(COc1cc2oc(=O)c3c(c2cc1Cl)CCC3)Nc1ccc(CN2CCOCC2)cc1
  i, i
> Cc1oc(CC(C)C)c(CN2CCCC2)c1C(=O)O
  i, i
> C=CCN(CC=C)C(=O)CCc1nnc(CCc2c[nH]c3ccccc23)o1
  i, i
> Cc1cc(NC(=O)CSc2c[nH]c3ccccc23)no1
  i, i

(next part)
The line under a structure holds: CHT allo act, CHT block
> CC[C@]12CCCN3CCc4c(n(c5ccccc45)C(=O)C1)[C@@H]32
  i, i
> Cc1ccc(C)c(S(=O)(=O)Nc2cc3c4c(c2)CCC(=O)N4CCC3)c1
  i, i
> CCN(CC)CC(=O)Nc1ccc(C)cc1Br
  i, i
> COCCn1c(=NC(=O)c2cc(Cl)sc2Cl)sc2cc(S(N)(=O)=O)ccc21
  i, i

Screening data as filed in PubChem.
